# Source: PubChem
# Vif-A3G inh – blocks the Vif interaction with human APOBEC3G; Q9HC16; HeLa A3G-eYFP + Vif (tagged APOBEC3G with the HIV-1 protein that degrades it), YFP fluorescence, overnight; Potency, µM (doses to about 46.1 µM), for the others: at the top dose activity, negative = active, actives largely listed as inhibitors; actives 0.076% (n = 410,000); AID 602310;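 note: potency is the fitted concentration of half-maximal effect; % is set by controls: 0 for no effect and ±100 for the full control effect; nearly all actives have a fitted effect of over 60% in size; hits raise eYFP signal because A3G escapes Vif-driven loss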
#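 HeLa cells stably expressing Vif and C-terminally eYFP-tagged A3G, seeded overnight at 37 deg C, then exposed to compound by pintool overnight at 37 deg C. Rise in yellow fluorescence (Ex 488/Em 500-530, Acumen) marks blocked Vif-driven A3G degradation.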
# Vif-A3F inh – Vif-A3F binding inhibition; Potency, µM (top dose mostly 46.1 µM), inactives show at the top dose activity, negative = active; actives 0.2% (n = 390,000); HeLa A3F-eYFP + Vif (tagged APOBEC3F with the HIV-1 protein that degrades it), YFP fluorescence increase; note: potency is the fitted concentration of half-maximal effect; % of control where 0% means no effect; nearly all actives have a fitted effect of over 65% in size
#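 HeLa cells stably expressing A3F-eYFP plus Vif, plated and incubated overnight at 37 deg C, then exposed to compounds overnight at 37 deg C. Blocked degradation read as raised yellow fluorescence (Ex 488/Em 500-530).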
# D1 antagonist – human D1 dopamine receptor antagonism | P21728 | HEK293 TREx D1 cells, calcium flux, dopamine EC80; active compounds read low | activity change, negative = inhibition, % at 10 µM | actives 3.2% (n = 360,000) | AID 504652; in the data active = activity change below about -30%; note: % is set by controls: 0 for no effect and ±100 for the full control effect
# Target sequence (P21728 whole entry, looked up): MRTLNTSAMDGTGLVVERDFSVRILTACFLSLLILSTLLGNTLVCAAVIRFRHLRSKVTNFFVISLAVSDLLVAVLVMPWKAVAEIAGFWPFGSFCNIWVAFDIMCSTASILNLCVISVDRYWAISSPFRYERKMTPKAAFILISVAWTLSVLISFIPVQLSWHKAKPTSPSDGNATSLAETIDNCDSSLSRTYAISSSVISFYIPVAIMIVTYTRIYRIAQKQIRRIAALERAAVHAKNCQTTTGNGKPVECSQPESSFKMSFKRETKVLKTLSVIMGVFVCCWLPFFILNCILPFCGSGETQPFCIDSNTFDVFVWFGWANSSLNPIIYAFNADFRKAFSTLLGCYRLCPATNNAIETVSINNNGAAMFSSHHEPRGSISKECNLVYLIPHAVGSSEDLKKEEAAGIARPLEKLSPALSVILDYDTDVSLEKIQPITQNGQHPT
#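 Antagonism measured as reduced calcium response to an EC80 dopamine addition following 180 s compound pre-read; cells were inducible HEK293 Trex D1 plated overnight at 30 C, read kinetically at 1 cycle/sec.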
# D1 PAM – enhances dopamine response at the human D1 receptor; HEK293 TREx D1 cells, calcium flux, dopamine EC20 potentiation; potentiation, % at 10 µM; actives 0.036% (n = 360,000); in the data active = potentiation above about 30%; note: 0% is about no effect
# Glioma ERSR ind – ER stress response induction in glioma | U87-MG GRP78 promoter luciferase reporter, 16 h | Potency, µM, for the others: at the highest dose activation, usual class: activators | actives 0.02% (n = 420,000) | AID 602332; note: potency is the fitted concentration of half-maximal effect; series mostly up to about 76 µM; % of control where 0% means no effect; nearly all actives have a fitted effect of over 35% in size
#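 ERSR induction read as luciferase luminescence (Bright-Glo, 10 min at room temperature) in stably transfected human U87-MG glioma cells exposed to compounds for 16 h, using GRP78 as sensor.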
# RXFP1 ag – RXFP1 (human) receptor agonism; HEK293T-RXFP1 cAMP TR-FRET, 30 min; response scale: percent of porcine relaxin response, buffer zero; AID 2676; Q9HBX9; actives 0.3% (n = 370,000); Potency, µM (highest dose often 57.5 µM), for inactives: at the highest dose activation, usual class: activators; note: potency is the fitted concentration of half-maximal effect; % is set by controls: 0 for no effect and ±100 for the full control effect; nearly all actives have a fitted effect of over 60% in size; many of its hits are not listed in these tables
#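 HEK293T cells stably expressing RXFP1 were pretreated with the PDE4 inhibitor Ro 20174, exposed to compounds for 30 min at 37C, lysed, and cAMP was read by TR-FRET. Data normalized to buffer (basal) and 29 nM porcine relaxin (100%).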
# D2 PAM – positively modulates the human D2 dopamine receptor allosterically | HEK293 T-REx D2, calcium flux, EC20 dopamine potentiation | potentiation, % at 10 µM | actives 0.34% (n = 340,000) | AID 485347;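 active = potentiation over 3 SD above the plate norm, cut at about 30% in these data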; note: 0% is about no effect
# Target sequence (P14416 whole entry, looked up): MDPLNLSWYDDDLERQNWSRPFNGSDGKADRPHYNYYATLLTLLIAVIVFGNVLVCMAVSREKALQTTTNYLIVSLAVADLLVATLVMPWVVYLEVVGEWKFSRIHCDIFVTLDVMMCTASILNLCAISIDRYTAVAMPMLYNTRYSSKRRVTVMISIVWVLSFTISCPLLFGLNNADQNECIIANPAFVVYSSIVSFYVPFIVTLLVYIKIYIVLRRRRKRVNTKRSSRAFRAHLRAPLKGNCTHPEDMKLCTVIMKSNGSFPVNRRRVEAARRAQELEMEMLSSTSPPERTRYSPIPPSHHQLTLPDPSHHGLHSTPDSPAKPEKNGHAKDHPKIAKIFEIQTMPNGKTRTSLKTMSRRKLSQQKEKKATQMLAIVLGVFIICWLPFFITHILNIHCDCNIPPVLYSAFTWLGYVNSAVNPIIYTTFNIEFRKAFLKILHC
#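 Tetracycline-induced Hek293 Trex D2 cells, force-coupled to calcium, loaded with no-wash calcium dye. Compound added with 180 s kinetic read for agonism, then EC20 dopamine and a further 180 s read for potentiation.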
# RXFP1 antag – antagonists of human relaxin receptor RXFP1 | Q9HBX9 | HEK293-RXFP1, relaxin-stimulated cAMP HTRF, 30 min; active compounds read low | activity change, negative = inhibition, % at 57.5 µM | actives 0.59% (n = 350,000) | AID 1259400;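 active = activity change of -60% or lower, but not beyond a set lower limit; inconclusive = change between -60% and -40%, or beyond the set limit; inactive = change above -40%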; note: % is set by controls: 0 for no effect and ±100 for the full control effect
# D1 agonist – human D1 receptor agonism. HEK293 T-REx D1 cells, calcium flux, agonist mode. activation, % at 2 µM. actives 1% (n = 360,000). AID 504660; in the data active = activation above about 30%; note: 0% is about no effect
#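 Inducible HEK293 T-REx D1 cells, force-coupled to calcium signalling, were plated at 4000 cells/well with tetracycline and held overnight at 30 C. After no-wash calcium dye loading, compound-evoked calcium rise over 180 s flagged agonists.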
# The depositor's hits bear a star; u = inconclusive; x = no result given. Unless noted, calls come from the whole dose curve; as a rule, active = well fitted curve in the direction sought with a large enough effect; inconclusive = small, poorly fitted or top-dose-only effect, or another doubt; inactive = no such curve, though single readings can be large; an effect the other way counts as inactive or inconclusive. Only part of the results is shown; rates above refer to the full screens.
SMILES,Vif-A3G inh,Vif-A3F inh,D1 antagonist,D1 PAM,Glioma ERSR ind,RXFP1 ag,D2 PAM,RXFP1 antag,D1 agonist
Cc1cccc(Nc2nnc(-c3ccc(N4CCOCC4)c([N+](=O)[O-])c3)c3ccccc23)c1,2%,1%,-7,-4,-4%,-5.1%,-24,-14,2
Cc1ccc(S(=O)(=O)N2CCCCC2C(=O)N2CCN(Cc3ccccc3)CC2)cc1 (stereo not drawn),2%,8%,2,-7,-2%,0.1%,-13,-6,1
Cc1[nH]n(-c2ccccc2)c(=O)c1C=NC1CCCCC1,1%,-1%,-6,-6,0%,0.5%,-4,-1,-2
CC(=O)Nc1ccc(/C=N/NC(=O)CNS(=O)(=O)c2ccccc2)cc1,1%,2%,-2,-1,-8%,1.2%,5,-3,3
COc1ccccc1CNC(=O)Cn1cccc1C(=O)c1ccccc1C,0%,-7%,-4,-4,-1%,2.9%,-10,-4,3
COc1ccc(NC(=O)C(Cc2ccccc2)NS(=O)(=O)c2ccc3c(c2)CCN3C(C)=O)cc1 (stereo not drawn),-2%,3%,25,5,-3%,14%,-1,-9,0
O=C(c1ccco1)N1CCN(c2ccc(S(=O)(=O)N3CCCC3)cc2)CC1,-3%,-15%,-12,-1,1%,0.3%,12,-3,4
O[C@@H]1Cc2ccccc2O[C@H]1c1ccccc1,-9%,-24%,x,x,-3%,x,x,-3,x
C/C(=C\C(=O)c1ccc(F)cc1)NCc1ccc2c(c1)OCO2,3%,2%,-9,-4,-2%,-0.6%,7,-6,4
CC(C1CC2CCC1C2)n1c(-c2ccco2)n[nH]c1=S (stereo not drawn),1%,-1%,3,2,-5%,2.9%,-1,-23,1
O=C(Nc1ccc2oc(-c3ccccc3F)nc2c1)c1ccc2c(c1)OCCO2,-9%,-2%,1,-1,3%,-0.5%,x,u,4
O=[N+]([O-])c1ccc(/C=N/n2cnc3ccccc32)s1,u,u,-26,-3,15%,-0.8%,8,-8,9
Cc1ccccc1OC(C)C(=O)NCCC1=CCCCC1 (stereo not drawn),1%,0%,-15,2,u,2.9%,21,4,4
O=C(CN1C(=O)/C(=C/c2ccc(C(F)(F)F)cc2)Sc2ccccc21)NCCCN1CCOCC1,2%,u,-34*,-9,-2%,-0.2%,x,-109*,16
N#C/C(=C/c1ccc(O)c(O)c1)c1nc2ccccc2[nH]1,u,u,-3,-6,u,-2.8%,-9,14,11
COc1cc(CCNC(=O)c2cnn3ccccc23)cc(OC)c1OC,-29%,-6%,-6,-1,-3%,2.0%,17,x,0
O=C(CN1CCCC1)NCC1(c2ccccc2)CCOCC1,-1%,0%,6,4,-3%,0.1%,-2,7,2
NC(=S)Nc1cccc2cc3ccccc3cc12,-7%,-8%,7,-7,8%,2.6%,10,5,19
CCc1cccc(C)c1NC(=O)CSc1nnc(C)o1,-10%,-2%,-10,0,-4%,-0.1%,37*,1,2
COc1ccc(CCNC(=O)COC(=O)CSc2ccc([N+](=O)[O-])cc2)cc1OC,-1%,-5%,-45*,-9,-3%,1.1%,-2,-4,6
O=C(Nc1c(C(=O)N2CCCCC2)cnn1-c1ccccc1)c1ccccc1F,0%,3%,-15,-3,7%,-2.7%,1,1,-1
COc1ccc(Cl)cc1Nc1cc(C)nc2ncnn12,-2%,-14%,x,x,-4%,x,x,7,x
O=C(Nc1ccc(NC(=O)C23CC4CC(CC(C4)C2)C3)cc1)c1cc(F)c(F)cc1Cl,1%,-15%,1,-7,0%,0.0%,2,-12,2
Cc1cccc(C(=O)NC2CCN(CC(=O)Nc3cccc(Cl)c3)CC2)c1,3%,-12%,x,x,-5%,x,x,0,x
Cc1cccc2c(=O)n(C(=O)c3ccccc3)c(N)nc12,-4%,0%,x,x,-2%,x,x,-11,x
CCc1ccc(-n2cnc3cc(C(=O)NCC(OC)OC)ccc32)cc1,1%,-6%,13,-8,3%,0.0%,-5,-3,2
Cn1cnc([N+](=O)[O-])c1Oc1cccc2ccccc12,u,1%,-3,2,u,0.0%,0,8,0
Cc1ccc2oc(=O)c3cc(C(=O)N4CCN(c5ccccc5F)CC4)sc3c2c1,3%,-9%,-3,4,3%,-2.3%,-4,x,1
CCNC(=O)CC1S/C(=N/N=C(\C)c2ccccc2)NC1=O (stereo not drawn),2%,2%,14,-7,2%,-1.8%,5,10,3
O=C(c1cc2ccccc2o1)N1CCN(S(=O)(=O)/C=C/c2ccccc2)CC1,0%,2%,-18,1,-6%,-1.5%,3,-5,14

# Exported with two lines to a compound: part of the list above
# Each structure is followed by: Vif-A3G inh, Vif-A3F inh, D1 antagonist, D1 PAM, Glioma ERSR ind, RXFP1 ag, D2 PAM, RXFP1 antag, D1 agonist
O=C(Nc1ccc2oc(-c3ccccc3F)nc2c1)c1ccc2c(c1)OCCO2
  -9%, -2%, 1, -1, 3%, -0.5%, x, u, 4
O=C(c1ccco1)N1CCN(c2ccc(S(=O)(=O)N3CCCC3)cc2)CC1
  -3%, -15%, -12, -1, 1%, 0.3%, 12, -3, 4
CCNC(=O)CC1S/C(=N/N=C(\C)c2ccccc2)NC1=O (stereo not drawn)
  2%, 2%, 14, -7, 2%, -1.8%, 5, 10, 3
Cn1cnc([N+](=O)[O-])c1Oc1cccc2ccccc12
  u, 1%, -3, 2, u, 0.0%, 0, 8, 0
Cc1ccccc1OC(C)C(=O)NCCC1=CCCCC1 (stereo not drawn)
  1%, 0%, -15, 2, u, 2.9%, 21, 4, 4

# Later entries.
SMILES,Vif-A3G inh,Vif-A3F inh,D1 antagonist,D1 PAM,Glioma ERSR ind,RXFP1 ag,D2 PAM,RXFP1 antag,D1 agonist
O=C(O)Cn1c(SCc2cccc3ccccc23)nc2ccccc21,-1%,2%,4,-2,-5%,2.3%,8,14,0
COc1cc(C)ccc1OCCOc1c(C)cc(Cl)cc1Cl,-6%,1%,6,-4,-2%,1.9%,-8,-3,7
CCOC(=O)N1CCN(C2CCCN(C(=O)c3ccccc3N(C)C)C2)CC1 (stereo not drawn),0%,1%,-1,-7,-4%,-0.3%,6,-4,1
Cn1c(N)c(C(=O)COC(=O)/C=C/c2cccc(F)c2)c(=O)n(C)c1=O,1%,1%,3,-10,-4%,3.0%,14,-16,5
CCOc1ccccc1NC(=O)n1ncc2c(C)cccc21,1%,-1%,7,12,-1%,-3.3%,3,-8,3
O=C(O)CC/C(=N/NC(=O)CNC(=O)c1ccc2c(c1)OCCO2)c1ccccc1,0%,11%,12,-1,-2%,-0.3%,-2,0,1
COC(=O)C1=C(COc2ccc(C=O)cc2OC)NC(=O)NC1c1cc(C)ccc1C (stereo not drawn),-1%,-24%,2,-4,-3%,3.4%,11,-1,2
Cc1nc2c(-c3ccccc3)c(C)nn2c(C)c1CCC(=O)N1CCN(c2ccccc2)CC1,-5%,-2%,3,-2,0%,1.0%,3,x,0
CCN(CC)Cc1c(O)ccc2c1O/C(=C\C=C\c1ccccc1)C2=O,-4%,u,8,0,15%,13%,2,5,49*
CCN1CCN(c2cc(C)c3cc(NC(=O)c4cnccn4)ccc3n2)CC1,1%,-4%,-1,-3,3%,0.3%,2,x,1
Cc1ccc(-n2nc3c(=O)n(C(C)C(=O)NCCC4=CCCCC4)nc(C)c3c2C)cc1 (stereo not drawn),3%,10%,-4,-2,-1%,6.1%,9,-3,5
O=C(c1cc(S(=O)(=O)N2CCC3(CC2)OCCO3)ccc1F)N1CCCCC1,-6%,8%,17,-5,-2%,1.5%,-1,-1,6
O=C(CCn1c(=O)[nH]c2ccsc2c1=O)N1CCN(c2cccc(Cl)c2)CC1,-7%,3%,-50*,-7,-3%,0.4%,9,0,1
CN(Cc1ccccc1)C(=O)c1ccccc1NC(=O)C1CC1,-1%,5%,x,-5,-4%,-0.3%,-5,-10,-1
O=C(Nc1nnc(C(F)(F)F)s1)c1ccc(N2C(=O)C3C4C=CC(C4)C3C2=O)cc1 (stereo not drawn),1%,0%,9,-6,0%,2.6%,-5,1,1
COc1ccc(C(=O)Nc2cc3c(cc2C#N)OCO3)cc1S(=O)(=O)NCc1ccco1,0%,x,3,-3,-3%,-1.2%,3,3,2
COc1ccc(C2CC(c3ccc(Br)cc3)=NN2C(=S)Nc2ccccc2)cc1 (stereo not drawn),0%,11%,-3,1,3%,6.5%,5,u,4
CCN1CCN(C(=O)c2nn(-c3ccc(OC)cc3)c(=O)c3c2c2ccccc2n3C)CC1,4%,5%,5,2,-4%,-0.2%,4,2,3
CCCOc1ccc(C(=O)Nc2c[nH]c(=O)[nH]c2=O)cc1,-2%,3%,-20,4,0%,1.0%,2,-2,3
O=C(c1ccco1)N1CCN(S(=O)(=O)c2ccc(Cl)cc2)CC1,-1%,4%,2,-2,-2%,2.2%,x,7,0
COc1cc(NC(=O)[C@H](C)NC(=O)N2CCn3c2nc2ccccc23)cc(OC)c1,-5%,-9%,-14,4,0%,0.3%,-1,13,0
C=CCn1c(NCc2ccccc2OC)nc2ccccc21,2%,7%,-26,-1,-1%,-0.2%,8,0,10
CCOc1ccccc1NC(=O)C(OC(=O)c1ccc(N(C)C)cc1)c1ccccc1 (stereo not drawn),-8%,-9%,-14,-7,-3%,2.3%,-7,6,-1
CCOC(=O)C1(Cc2cccc(Cl)c2)CCCN(C(=O)c2c(CC)noc2C)C1 (stereo not drawn),3%,6%,4,-5,1%,-0.1%,15,8,11
O=C(c1ccc(Cl)c(S(=O)(=O)N2CCCCCC2)c1)N1CCCC1,3%,-15%,12,-7,-2%,-2.6%,-10,-16,1
Cc1nn(-c2ccccc2)c(C)c1C(=O)NCCc1ccc(Cl)cc1,1%,1%,-6,4,10%,0.2%,-10,-1,-1
Cn1c(N)c(C(=O)CSc2nnc(NC3CCCCC3)s2)c(=O)n(C)c1=O,-1%,3%,-3,-2,-4%,u,8,22,4
O=C(c1cc(Cl)nc2ccccc12)N1CCN(Cc2ccc3c(c2)OCO3)CC1,-3%,7%,-2,-5,-2%,1.3%,x,-20,0
CCCCc1c(O)nc(SCC(=O)N2CCOCC2)n(-c2ccccc2OC)c1=O,2%,9%,-14,1,-1%,-0.8%,-3,-14,2
